D1 agonist – human D1 receptor agonism; activation, % at 2 µM; HEK293 T-REx D1 cells, calcium flux, agonist mode; 1% of 360,000 active; P21728; in the data active means activation above about 30%; further: 0% is about no effect
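Agonism was scored from calcium flux recorded over 180 s (1 read/s) after pintool compound addition, following a 10-cycle baseline. Cells were inducible force-coupled HEK293 TREx D1, plated overnight at 30 C and loaded with no-wash calcium dye.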
RXFP1 agonist – agonists of human relaxin receptor RXFP1 | Q9HBX9 | Potency, µM (top dose mostly 57.5 µM), inactives show at the top dose activation, hits mostly activators | AID 2676 | 0.3% of 370,000 active | HEK293T-RXFP1 cAMP TR-FRET, 30 min; response scale: percent of porcine relaxin response, buffer zero; further: potency means the concentration at half of the fitted maximal effect; on the % scale 0 is the no-effect control and ±100 the full control effect; nearly all actives have a fitted effect of over 60% in size; many of its hits are not listed in these tables
Target sequence (Q9HBX9 whole entry, looked up): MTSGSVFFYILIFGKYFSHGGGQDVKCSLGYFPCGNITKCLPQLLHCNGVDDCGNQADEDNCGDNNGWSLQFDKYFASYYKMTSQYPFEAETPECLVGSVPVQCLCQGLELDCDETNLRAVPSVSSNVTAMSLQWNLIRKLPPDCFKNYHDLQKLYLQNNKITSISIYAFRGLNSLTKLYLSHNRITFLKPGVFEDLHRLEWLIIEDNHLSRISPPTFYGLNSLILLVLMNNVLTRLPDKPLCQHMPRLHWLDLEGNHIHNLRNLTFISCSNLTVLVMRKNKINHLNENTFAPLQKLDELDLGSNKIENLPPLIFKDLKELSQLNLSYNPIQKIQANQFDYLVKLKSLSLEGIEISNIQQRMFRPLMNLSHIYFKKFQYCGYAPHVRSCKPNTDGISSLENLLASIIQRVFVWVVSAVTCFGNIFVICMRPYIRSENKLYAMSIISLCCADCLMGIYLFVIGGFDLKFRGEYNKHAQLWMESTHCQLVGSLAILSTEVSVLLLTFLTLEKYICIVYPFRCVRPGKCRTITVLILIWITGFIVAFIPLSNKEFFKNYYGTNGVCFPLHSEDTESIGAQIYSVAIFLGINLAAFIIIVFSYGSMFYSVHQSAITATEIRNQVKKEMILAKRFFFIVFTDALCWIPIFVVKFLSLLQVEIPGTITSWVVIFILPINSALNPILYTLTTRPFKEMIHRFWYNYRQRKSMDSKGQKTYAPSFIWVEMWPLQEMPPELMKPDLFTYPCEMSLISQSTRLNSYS
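Agonist response is measured as cAMP accumulation in an RXFP1-transfected HEK293T line under PDE4 inhibition. Values are scaled between buffer-only and 29 nM porcine relaxin, and EC50s come from standard Hill equation fits.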
D1 antag – blocks dopamine activation of the human D1 receptor; 3.2% of 360,000 active; P21728; activity change, negative = inhibition, % at 10 µM; HEK293 TREx D1 cells, calcium flux, dopamine EC80; active compounds read low; in the data active means activity change below about -30%; further: on the % scale 0 is the no-effect control and ±100 the full control effect
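Antagonism measured as reduced calcium response to an EC80 dopamine addition following 180 s compound pre-read; cells were inducible HEK293 Trex D1 plated overnight at 30 C, read kinetically at 1 cycle/sec.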
D2 potentiator – positive allosteric modulators of human D2 dopamine receptor | P14416 | HEK293 T-REx D2, calcium flux, EC20 dopamine potentiation | potentiation, % at 10 µM | 0.34% of 340,000 active | AID 485347;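 active means potentiation over 3 SD above the plate norm, cut at about 30% in these data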; further: 0% is about no effect
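Primary screen. Calcium kinetics in induced HEK293 T-REx D2 cells: compound pre-addition 180 s, EC20 dopamine, 180 s more.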
Apoferritin bind – binds horse apoferritin like a general anesthetic; 0.074% of 350,000 active; Potency, µM (doses to about 77.5 µM), for the others: at the highest dose activity change, negative = displacement, actives largely listed as inhibitors; apoferritin/1-aminoanthracene competitive binding, fluorescence; further: potency means the concentration at half of the fitted maximal effect; on the % scale 0 is the no-effect control and ±100 the full control effect; nearly all actives have a fitted effect of over 20% in size
Target sequence (P02791 2-175 limits assumed): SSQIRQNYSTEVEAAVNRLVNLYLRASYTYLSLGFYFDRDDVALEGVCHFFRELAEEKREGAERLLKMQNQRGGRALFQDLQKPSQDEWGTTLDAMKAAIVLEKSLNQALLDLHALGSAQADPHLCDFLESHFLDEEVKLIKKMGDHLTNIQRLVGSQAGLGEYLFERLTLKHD
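Concentration-response curves derived by four-parameter Hill fitting of normalized fluorescence, where compounds displaced 1-AMA from 10 uM horse apoferritin following a brief 10 min room-temperature incubation; propofol titration acted as positive control.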
D1 PAM – enhances dopamine response at the human D1 receptor; HEK293 TREx D1 cells, calcium flux, dopamine EC20 potentiation; potentiation, % at 10 µM; P21728; 0.036% of 360,000 active; in the data active means potentiation above about 30%; further: 0% is about no effect
RXFP1 antag – RXFP1 (human) relaxin receptor antagonism; Q9HBX9; HEK293-RXFP1, relaxin-stimulated cAMP HTRF, 30 min; active compounds read low; activity change, negative = inhibition, % at 57.5 µM; 0.59% of 350,000 active;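 active means activity change of -60% or lower, but not beyond a set lower limit; inconclusive means change between -60% and -40%, or beyond the set limit; inactive means change above -40%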; further: on the % scale 0 is the no-effect control and ±100 the full control effect
TRHR enhancer – allosteric enhancers of human TRH receptor; P34981; TRHR cells, fluo-8 calcium fluorescence, EC20 TRH enhancement; enhancement, % at 2 µM; 0.66% of 360,000 active; in the data active means enhancement above about 30%; further: 0% is about no effect
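Enhancer read-out: after compound pinning and an initial kinetic agonist-mode read, an EC20 of TRH (10 nM final) was injected and fluo-8 calcium signal (Ex 480/Em 530) followed at 1 s/cycle for 100 cycles in TRHR-expressing cells.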
TRHR ag – agonists of human TRH receptor | P34981 | TRHR cells, calcium flux fluo-8, FDSS agonist mode | activation, % at 2 µM | 0.18% of 360,000 active; in the data active means activation above about 30%; further: 0% is about no effect
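Fluo-8-loaded TRHR cells; 10 s baseline, compound added, kinetic Ca2+ fluorescence read 1/s, agonist mode.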
Active calls of the source: *; ? = inconclusive; · = not tested or not shown; & = joins results of further samples; [ ] = another dose, or the depositor's remark. Unless noted, the call rests on the fitted dose curve; in most records, active means well fitted curve in the direction sought with a large enough effect; inconclusive means small, poorly fitted or top-dose-only effect, or another doubt; inactive means no such curve, though single readings can be large; an effect the other way counts as inactive or inconclusive. These rows are one share of the data, so the mix of outcomes need not match the whole.

SMILES	D1 agonist	RXFP1 agonist	D1 antag	D2 potentiator	Apoferritin bind	D1 PAM	RXFP1 antag	TRHR enhancer	TRHR ag
Cc1sc(NC(=O)c2ccco2)c(C(c2cccnc2)N2CCN(c3ccc(F)cc3)CC2)c1C (stereo not drawn)	0	0.3%	41	-8	4%	-2	-9	0	0.4
CS(=O)(=O)Nc1ccc(C(=O)Nc2ccc3ccccc3c2)cc1	2	0.0%	-38*	-9	-3%	-6	-20	15	0.0
Cc1cc(NC(=S)Nc2cccnc2)ccc1Br	16	3.0%	-1	5	?	0	13	-12	0.2
CCOc1cc(/C=N/NC(=O)C(=O)NCc2cccnc2)ccc1O	-1	-2.3%	-35*	5	-13%	-3	-21	-1	-0.2
CCOc1cc(/C=C/c2cc(C(F)(F)F)[nH]c(=O)n2)ccc1O	6	4.5%	5	2	46%[activator]	-4	-16	13	-2.3
COc1ccc(CNC(=O)CN(Cc2ccco2)C(=O)CNS(=O)(=O)c2ccc(C)cc2)cc1	0	1.2%	25	·	5%	-11	-28	-1	-0.9
COc1cccc(-n2nnc(S(=O)(=O)c3ccc(C)cc3)c2N)c1	14	1.5%	-36*	-3	-6%	1	-3	3	2.5
Nc1nc(N2CCCCC2)c(C=O)c(N2CCCCC2)n1	2	0.4%	-36*	-9	-3%	-5	-4	-6	0.3
O=C1COc2ccc(S(=O)(=O)N3CCCCC3)cc2N1	3	1.5%	4	-8	-5%	3	-1	1	0.2
COc1cccc(-c2noc(Cn3nc(C(=O)O)c4ccccc4c3=O)n2)c1	3	4.3%	4	1	-7%	3	16	8	0.2
O=C(O)c1cccnc1NC1CCCC1	2	0.6%	9	12	0%	24	7	0	0.1
Cc1cccc(-c2nc(Nc3cccc(O)c3)c3ccccc3n2)c1	1	-1.4%	-18	6	3%	-7	-5	1	1.7
Cc1ccc(S(=O)(=O)Nc2c(C)nc3nc(C)[nH]n3c2=O)cc1	1	-4.2%	11	19	4%	5	5	-7	-1.0
CC(CCc1ccccc1)NC(=O)CCCCCNc1nc(=S)[nH]c2ccccc12 (stereo not drawn)	-1	1.3%	3	-27	-20%	-5	·	1	-2.2
COC(=O)c1cccc(Nc2nc3ccccc3nc2C)c1	25	-0.3%	-18	0	-10%	-3	-8	5	0.6
CCOc1ccc(C2=C(C=Nc3c(C)n(C)n(-c4ccccc4)c3=O)C(c3ccc(F)cc3)c3ccccc3O2)cc1 (stereo not drawn)	2	2.6%	3	-3	-12%	-2	1	-5	0.4
Cc1ccc(-c2csc(NC(=O)Cn3cnc4c3c(=O)n(C)c(=O)n4C)n2)cc1C	4	0.0%	24	11	-9%	-4	1	0	0.9
CCN(CC)Cc1nc2c(c(=O)[nH]1)C1(CCCC1)Cc1ccccc1-2	6	0.0%	43	-13	-13%	9	-10	3	-0.1
Fc1cc(F)c(NC(=S)N2CCOCC2)c(F)c1	14	6.7%	-10	6	0%	-5	-10	1	0.2
COc1ccc(CCNC(=O)C2CCC(=O)N2CCc2ccccc2)cc1OC (stereo not drawn)	2	2.1%	-32*	6	-3%	-6	-1	8	2.9
COCc1cc(=O)n2c(-c3ccc(C)cc3)n[nH]c2n1	1	-0.3%	-26	7	-8%	-1	·	4	0.4
C=CCOC(=O)C1=C(C)NC(SC)=C(C#N)C1c1ccc(OCC)cc1 (stereo not drawn)	1	1.5%	-9	5	160%[activator]	-2	-21&-9	4	0.2
C=CCNc1ncnc2c1[nH]c1ccccc12	7	1.0%	-1	4	-6%	-4	3	3	-0.5
Cc1ccc(-n2cc(-c3ccccc3)c3c(NN4CCOCC4)ncnc32)cc1	13	-1.6%	-7	-2	-3%	-5	-33	17	4.7
CCC(C(=O)NC1CCCCC1)n1c(SCc2cccc(C)c2)nc2ccncc21 (stereo not drawn)	6&2	1.6%&0.6%	-6&-13	1&19	-14%&-24%	0&-5	-3	-3&2	-1.0&-0.2

Structures listed so far that bear a hit mark in D1 antag.
mol	D1 agonist	RXFP1 agonist	D1 antag	D2 potentiator	D1 PAM	RXFP1 antag	TRHR enhancer	TRHR ag
CS(=O)(=O)Nc1ccc(C(=O)Nc2ccc3ccccc3c2)cc1	2	0.0%	-38*	-9	-6	-20	15	0.0
CCOc1cc(/C=N/NC(=O)C(=O)NCc2cccnc2)ccc1O	-1	-2.3%	-35*	5	-3	-21	-1	-0.2
COc1cccc(-n2nnc(S(=O)(=O)c3ccc(C)cc3)c2N)c1	14	1.5%	-36*	-3	1	-3	3	2.5
Nc1nc(N2CCCCC2)c(C=O)c(N2CCCCC2)n1	2	0.4%	-36*	-9	-5	-4	-6	0.3
COc1ccc(CCNC(=O)C2CCC(=O)N2CCc2ccccc2)cc1OC (stereo not drawn)	2	2.1%	-32*	6	-6	-1	8	2.9

Continuation:
SMILES	D1 agonist	RXFP1 agonist	D1 antag	D2 potentiator	Apoferritin bind	D1 PAM	RXFP1 antag	TRHR enhancer	TRHR ag
CCC(C)NC(=O)CS(=O)(=O)Cc1nc(-c2cccc(OC)c2)oc1C (stereo not drawn)	-2	0.6%	-19	2	-9%	3	7	0	-0.6
O=C(NNC(=O)C1COc2ccccc2O1)c1ccccc1 (stereo not drawn)	0	0.2%	-1	7	-6%	-4	1	-1	0.1
COC(=O)C(NNc1ccccc1)(NC(=O)c1ccccc1F)C(F)(F)F (stereo not drawn)	2	2.7%	-16	0	?	-5	-2	2	-1.1
O=c1[nH]ncc(NCCc2ccccc2)c1Cl	0	-0.8%	15	-4	-21%	-5	7	10	0.5
CCCc1oc(C(=O)O)cc1CN1CCOCC1	2	-1.3%	-11	12	2%	-1	-1	16	-0.4
CCN1C(C(=O)c2ccccc2)=C(NC(=O)c2ccc(Cl)cc2)c2ccccc2S1(=O)=O	1	2.7%	3	-6	-14%	3	-6	-5	0.9
O=C(CN1C(=O)NC2(CCCC2)C1=O)N1CCN(S(=O)(=O)c2ccc(Cl)c(C(F)(F)F)c2)CC1	1	-0.3%	-8	-3	·	-8	-6	-7	0.1
CCn1cc(C(=O)N2CCc3ccccc32)c(=O)c2cc(S(=O)(=O)N3CCCC3)ccc21	0	1.1%	14	2	-23%	-1	3	-13	0.2
CCC(C)(C)NC(=O)Cc1ccc(OC)c(OC)c1	1	1.2%	1	-17	-4%	-7	-10	15	0.7
CCc1nnc(NS(=O)(=O)c2ccc(NC(=O)c3cccc(Cl)c3)cc2)s1	3	0.8%	8	-6	-3%	11	7	1	-0.3
O=C(COC(=O)c1ccccc1)NCC1CCCO1 (stereo not drawn)	3	-1.3%	1	-11	-8%	5	2	4	0.5
CC(=O)Nc1cccc(NC(=O)CSc2nc(=O)n(CCCN3CCOCC3)c3c2CCC3)c1	-1	0.6%	-1	-1	·	9	-7	-1	-0.6
O=C(CN1CCc2cc3c(cc2C1)OCCCO3)Nc1ccc(S(=O)(=O)N2CCCC2)cc1	3	-0.3%	-9	6	-14%	10	-25	4	0.8
O=C(COC(=O)CCC(=O)c1cccs1)Nc1cc(S(=O)(=O)N2CCOCC2)ccc1Cl	7	-0.9%	·	7	?	-2	-4	26	-0.8
CCCCNc1nc2c(S(=O)(=O)c3ccc(C)c(C)c3)nnn2c2ccsc12	1	20%	-77*	-11	?	-8	-24	-21	0.7
CCC(=O)Nc1cccc(NC(=S)NC(=O)c2cccs2)c1	2	3.2%	-1	0	-12%	-5	10	0	-0.4
Nc1nnc(-c2ccc(Cl)cc2)o1	-1	0.3%	-12	3	0%	0	12	10	0.0
CCC(Sc1nc2ccccc2c2nc(CCc3c(C)n[nH]c3C)nn12)C(=O)Nc1ccc(F)cc1 (stereo not drawn)	9	2.9%	53	0	3%	0	-1	4	0.5
Cc1c(O)c(CN2CCCC2)cc2c3c(c(=O)oc12)CCC3	2	16%	-4	-14	·	-2	11	1	1.7
O=C(N/N=C/c1ccc(N2CCCC2)c([N+](=O)[O-])c1)c1cccnc1	-2	-2.1%	·	-17	?	-5	-9	-3	-0.2
Cc1ccc(Cl)cc1NC(=O)CON=C(N)c1ccccc1	1	0.9%	-2	2	·	5	30	-3	0.3
CCc1nn(CC(=O)NCCc2ccc(Cl)cc2)c(=O)c2cccn12	2	-2.8%	9	-1	?	7	-2	9	-0.5
Cc1cc(-c2nnc(CCC(=O)N(CC3CC3)CC3CCCO3)o2)no1 (stereo not drawn)	2	2.0%	8	5	-4%	-4	5	2	-0.3
Cc1cccc(NC(=O)c2cc(C)nc3ccccc23)c1	1	-1.5%	-1	2	13%	-4	7	2	-0.6
CCc1ccccc1NC(=O)CCNC(=O)Cn1ccc2ccccc2c1=O	8	1.7%	0	1	2%	·	10	-10	-1.6
CC(C)CCNCC1OCc2ccccc2CO1	1	2.4%	10	-15	3%	-3	16	7	0.1
O=C(COC(=O)c1cc([N+](=O)[O-])ccc1N1CCOCC1)c1ccccc1	2	4.9%	-1	0	·	-9	2	-1	-0.2
Cc1ccccc1-c1cc(=O)c2c(O)cccc2o1	2	0.2%	-21	9	?	-6	·	-10	-0.9
CC[C@H](C)[C@@H](C(=O)N1CCNCC1)n1cc([C@@H](N)CO)nn1	-1	0.2%	-1	-4	1%	-2	·	4	-0.2

Entries of single compounds as entered above.
CCCc1oc(C(=O)O)cc1CN1CCOCC1 across the screens: D1 agonist = 2; RXFP1 agonist = -1.3%; D1 antag = -11; D2 potentiator = 12; Apoferritin bind = 2%; D1 PAM = -1; RXFP1 antag = -1; TRHR enhancer = 16; TRHR ag = -0.4
CC(=O)Nc1cccc(NC(=O)CSc2nc(=O)n(CCCN3CCOCC3)c3c2CCC3)c1 across the screens: D1 agonist = -1; RXFP1 agonist = 0.6%; D1 antag = -1; D2 potentiator = -1; Apoferritin bind = ·; D1 PAM = 9; RXFP1 antag = -7; TRHR enhancer = -1; TRHR ag = -0.6

Pulled by compound from the entries so far:
SMILES	D1 agonist	RXFP1 agonist	D1 antag	D2 potentiator	Apoferritin bind	D1 PAM	RXFP1 antag	TRHR enhancer	TRHR ag
CCCc1oc(C(=O)O)cc1CN1CCOCC1	2	-1.3%	-11	12	2%	-1	-1	16	-0.4
CCN1C(C(=O)c2ccccc2)=C(NC(=O)c2ccc(Cl)cc2)c2ccccc2S1(=O)=O	1	2.7%	3	-6	-14%	3	-6	-5	0.9

Screening data (PubChem BioAssay)
